Source: PubChem
Rhodamine fluor = rhodamine region autofluorescence | Rhodamine-region fluorescence, 547/598 nm, Tris buffer; hits give high values | max dye-equivalent concentration, M | 59,000 tested, 0.05% active | AID 594; in the data active = max dye-equivalent concentration above about 11 nM; inconclusive = between about 1.1 nM and that limit
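Steps: pin-transfer compounds into pH 8.0 Tris (100 mM), hold 15 min at room temperature, image with a 547/598 nm filter pair, and convert intensities to rhodamine-equivalent concentration using a six-point on-plate rhodamine series.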
DNA Pol III inh = blocks replication by bacterial DNA polymerase III holoenzyme | reconstituted DNA polymerase III holoenzyme replication, biochemical | Potency, µM (series often up to 57.1 µM), inactives show at the top dose activity change, negative = inhibition | 71,000 tested, 0.25% active; note: potency is the fitted concentration of half-maximal effect; % is set by controls: 0 for no effect and ±100 for the full control effect
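Reconstituted *E. coli* holoenzyme (0.35 nM Pol III, 1 nM beta, 154 nM SSB, 2 nM primase) was preincubated with compound for 15 min at RT. Synthesis on 1.4 nM ssM13Gori ran 35 min, then was stopped with PicoGreen/EDTA and read as dsDNA fluorescence.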
BRCT inh green = BRCA1 BRCT-phosphoprotein interaction inhibition | 75,000 tested, 0.05% active | Potency, µM (series often up to 76.9 µM), inactives show at the highest dose activity change, negative = inhibition, hits mostly inhibitors | P38398 | BRCA1 BRCT-phosphopeptide binding, green fluorescence polarization | AID 875;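 note: potency is the fitted concentration of half-maximal effect; plate controls were peptide without protein for full effect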
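Fluorescence polarization: His-tagged BRCT (~35 kDa BRCA1 C-terminus, 250 nM) bound to 100 nM fluorescein-labeled phosphorylated 10-aa BACH1 peptide, pH 7.3 phosphate buffer with DTT and Tween 20. Compounds incubated 12 min at room temperature; inhibition read as lowered polarization.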
Caspase-1 inhib = caspase-1 (human) inhibition, allosteric or competitive. P29466. Caspase-1 enzyme, Ac-WEHD-AFC fluorogenic rate. Potency, µM (doses to about 57.5 µM), for the others: top-dose activity change, negative = inhibition, most hits filed as inhibitors. 75,000 tested, 0.03% active. AID 900;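 note: potency is the fitted concentration of half-maximal effect; plate controls were vehicle for no effect and no substrate for full effect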
Tau fil binding = binds recombinant human tau filaments; recombinant tau filaments, thioflavin S fluorescence, 15 h; filaments grown with octadecylsulfate alongside compound; Potency, µM (doses to about 57.1 µM), inactives show at the top dose activity change, negative = inhibition; 71,000 tested, 2% active; AID 596;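 note: potency is the fitted concentration of half-maximal effect; % is set by controls: 0 for no effect and ±100 for the full control effect; actives lower thioflavin S fluorescence by blocking filaments or displacing dye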
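Recombinant tau protein (human, 1 uM final) plus 30 uM ODS in HEPES pH 7.4 with NaCl, DTT and thioflavine S. Compound present from the start; fluorescence at 510 nm after 15 h, 37 C.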
Casp7 inh = caspase-7 (human) inhibition, allosteric or competitive; AID 889; Potency, µM (titrated, usually from 57.5 µM), for inactives: at the top dose activity change, negative = inhibition, hits mostly inhibitors; 75,000 tested, 0.02% active; recombinant caspase-7, Ac-DEVD-AFC fluorescence rate; P55210; active = well fitted inhibition curve with a large enough effect in the main read-out, with a control signal flat, not every such curve was filed as active; inconclusive = small, poorly fitted or top-dose-only effect, or a change in a side signal; note: potency is the fitted concentration of half-maximal effect; % of control where 0% means no effect
Target sequence (P55210 24-198 limits assumed): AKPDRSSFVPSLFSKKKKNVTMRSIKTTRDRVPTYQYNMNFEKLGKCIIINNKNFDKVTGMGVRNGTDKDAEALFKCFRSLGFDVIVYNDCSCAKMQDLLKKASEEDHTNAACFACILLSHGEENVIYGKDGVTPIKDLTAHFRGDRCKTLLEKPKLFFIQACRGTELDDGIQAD
Target sequence (P55210 207-303 limits assumed): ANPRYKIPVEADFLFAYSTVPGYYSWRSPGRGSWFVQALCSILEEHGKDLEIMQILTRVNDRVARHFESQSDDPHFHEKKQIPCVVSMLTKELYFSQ
BRCT PPI red = disrupts BRCA1 BRCT binding to phosphoprotein, red fluorophore readout. P38398. BRCT-phosphopeptide binding, red fluorescence polarization. Potency, µM (series often up to 76.9 µM), inactives show at the highest dose activity change, negative = inhibition, hits mostly inhibitors. 75,000 tested, 0.03% active; note: % is set by controls: 0 for no effect and ±100 for the full control effect
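Fluorescence polarization: 100 nM His-tagged BRCA1 BRCT with 100 nM TAMRA-labelled phospho-BACH1 decapeptide, phosphate buffer pH 7.3 with 150 mM NaCl, DTT, 0.01% Tween 20; 12 min RT. Binding inhibition seen as FP decrease.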
USP2a inh = inhibitors of human ubiquitin-specific protease USP2a. O75604. 60,000 tested, 0.1% active. USP2a enzymatic assay, qHTS inhibition. Potency, µM (series often up to 38.3 µM), inactives show top-dose activity change, negative = inhibition, hits mostly inhibitors;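 note: potency is the fitted concentration of half-maximal effect; nearly all actives have a fitted effect of over 60% in size; plate controls were DMSO for no effect and NEM full inhibition control for full effect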
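USP2 core (20nM final) preincubated 30 min RT with compound, then Ub-PLA2 20nM and NBD C6-HPC 20uM final added; buffer 20mM Tris-HCl pH 8.0, 2mM CaCl2. Fluorescence Ex 460/Em 535 read at 0 and 2.5 h; normalized to NEM.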
HEK293 cAMP cs = parental HEK293 cAMP activation (counter-screen). parental HEK293 CNG cAMP sensor, membrane potential fluorescence. Potency, µM (top dose mostly 57.1 µM), for inactives: at the highest dose activation, most hits filed as activators. 73,000 tested, 2.5% active. AID 938; note: potency is the fitted concentration of half-maximal effect; % of control where 0% means no effect; nearly all actives have a fitted effect of over 55% in size
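Counterscreen for endogenous-receptor signalling: CNG-channel HEK 293 cells report cAMP rise by membrane depolarization. After 60 min dye equilibration with 100 uM RO 20-1724, compounds incubated 30 min before bottom-read fluorescence at 590 nm.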
HADH2 inh = inhibitors of human HADH2 dehydrogenase | AID 886 | recombinant HADH2, NADH fluorescence, beta-hydroxybutyryl-CoA | 73,000 tested, 3.4% active | Potency, µM (series often up to 57.1 µM), for the others: at the highest dose activity change, negative = inhibition, actives largely listed as inhibitors | Q99714; note: potency is the fitted concentration of half-maximal effect; % is set by controls: 0 for no effect and ±100 for the full control effect; nearly all actives have a fitted effect of over 60% in size; many of its hits are not listed in these tables
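His-tagged recombinant enzyme from E. coli, 20 nM, preincubated 15 min RT with compound; reaction started with 1 mM NAD+ and 90 uM beta-hydroxybutyryl-CoA in 100 mM Tris-HCl pH 9.0. NADH fluorescence (ex 360/em 450) read over 4 min; last-minus-first difference.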
ALOX15 inhib = inhibitors of human 15-lipoxygenase (ALOX15) | AID 887 | P16050 | purified 15hLO-1, xylenol orange hydroperoxide absorbance | 74,000 tested, 1.4% active | Potency, µM (highest dose often 57.1 µM), inactives show at the highest dose activity change, negative = inhibition, hits mostly inhibitors; note: potency is the fitted concentration of half-maximal effect; % is set by controls: 0 for no effect and ±100 for the full control effect; nearly all actives have a fitted effect of over 55% in size
Target sequence (P16050 whole entry, looked up): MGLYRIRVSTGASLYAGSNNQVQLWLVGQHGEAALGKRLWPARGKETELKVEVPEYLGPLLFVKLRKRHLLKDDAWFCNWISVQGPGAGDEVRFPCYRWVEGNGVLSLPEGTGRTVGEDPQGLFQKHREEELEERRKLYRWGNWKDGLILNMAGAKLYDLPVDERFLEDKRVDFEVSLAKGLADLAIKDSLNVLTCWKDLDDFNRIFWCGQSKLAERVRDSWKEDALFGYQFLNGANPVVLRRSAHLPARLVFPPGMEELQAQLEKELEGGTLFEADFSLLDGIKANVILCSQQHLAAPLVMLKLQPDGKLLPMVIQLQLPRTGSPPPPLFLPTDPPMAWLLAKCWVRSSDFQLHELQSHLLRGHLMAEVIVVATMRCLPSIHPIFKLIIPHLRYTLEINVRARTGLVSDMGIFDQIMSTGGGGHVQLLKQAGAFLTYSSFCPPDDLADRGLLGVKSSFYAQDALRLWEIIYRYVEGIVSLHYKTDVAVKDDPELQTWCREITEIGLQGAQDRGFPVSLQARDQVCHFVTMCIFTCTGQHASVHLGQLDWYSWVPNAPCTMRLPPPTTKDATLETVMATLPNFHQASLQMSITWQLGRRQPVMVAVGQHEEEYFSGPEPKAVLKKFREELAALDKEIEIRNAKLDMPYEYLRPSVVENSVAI
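Hydroperoxide formed from arachidonic acid (50 uM) by purified human 15hLO-1 (40 nM) oxidizes ferrous iron, and the ferric-xylenol orange complex is read at 573 versus 405 nm. Compounds were preincubated 15 min; reaction ran 6 min at room temperature.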
* hit, by the source's call; i = inactive; ? = inconclusive; · = not tested or not shown; [ ] = another dose, or the depositor's remark. Unless noted, calls come from the whole dose curve; as a rule, active = well fitted curve in the direction sought with a large enough effect; inconclusive = small, poorly fitted or top-dose-only effect, or another doubt; inactive = no such curve, though single readings can be large; an effect the other way counts as inactive or inconclusive. Some of the compounds tested; count on the stated rates, not on these rows.

Values in the order: Rhodamine fluor	DNA Pol III inh	BRCT inh green	Caspase-1 inhib	Tau fil binding	Casp7 inh	BRCT PPI red	USP2a inh	HEK293 cAMP cs	HADH2 inh	ALOX15 inhib
CCOC(=O)N1CCC(NC(=O)c2cc3c(-c4ccc(Cl)cc4)nn(C)c3s2)CC1
→ ·	-1%	-0.7%	0%	i	0%	1.2%	·	6%	-1%	1%
O=C(NCc1ccc(N2CCCC2=O)cc1)c1cn(CCc2ccccc2)nn1
→ i	0%	-2.7%	0%	-11%	1%	-0.7%	4%	-2%	9%	-6%
CCOc1ccc(-c2nc(-c3ccccc3)no2)cc1OCC
→ ·	0%	0.3%	0%	122%	-3%	-2.3%	·	0%	-7%	6%
Cc1ccc(CNC(=O)c2ccc(NS(=O)(=O)c3c(C)noc3C)cc2)cc1
→ i	-2%	0.1%	0%	11%	2%	-0.1%	4%	9%	-8%	3%
O=C(NCCN1CCN(c2ccccc2F)CC1)c1cccn2c(=O)c3ccccc3nc12
→ i	0%	-0.3%	-13%	?	-12%	0.1%	33%[activator]	?	3%	?
O=C(c1ccccc1F)N1CCN(c2ccccc2F)CC1
→ i	-2%	-1.1%	-3%	2%	-1%	0.5%	-2%	2%	7%	0%
CC/C(=N\O)C(C)(C)/[N+]([O-])=C/c1ccc(Br)cc1
→ ·	-6%	-0.1%	-2%	-13%	1%	-1.9%	1%	-2%	-2%	10%
Clc1ccc(Cc2nn3c(-c4ccncc4)nnc3s2)cc1
→ i	-1%	-18%	-1%	-14%	0%	-0.3%	12%	?	?	-7%
Cc1cc(C(=O)CN2C(=O)c3ccccc3C2=O)c(C)n1C1CC1
→ i	-5%	-2.1%	2%	-9%	-1%	1.4%	-2%	9%	8%	5%
Cc1nc2ncnn2c(Nc2ccc3c(c2)OCO3)c1Cc1ccccc1
→ i	0%	0.6%	1%	0%	-1%	-1.2%	3%	25µM*	1%	8%
COC(=O)[C@H]1C[C@@H]1[C@H](NS(=O)(=O)c1ccc2ccccc2c1)c1ccccc1
→ ·	-5%	1.0%	-1%	2%	3%	-0.8%	·	?	1%	·
CCC(C(=O)NCc1ccco1)N(C(=O)CNS(=O)(=O)c1ccc(C)cc1)c1ccccc1OC (stereo not drawn)
→ i	-3%	-0.5%	-5%	-3%	0%	-2.0%	9%	16µM*	7%	-16%
COc1ccc(-c2onc(C)c2-c2ccc(C(=O)OC(C)C)o2)c(O)c1
→ i	-2%	-1.3%	1%	-3%	-2%	1.3%	3%	-4%	-8%	-29%
CCOC(=O)N1CCC(N2C(=O)c3ccc(C(=O)NC4CCCCCC4)cc3C2=O)CC1
→ ·	-2%	-0.1%	-1%	-8%	-2%	-0.2%	·	1%	0%	8%
COCCOC(=O)C1=C(C)Nc2nc(C)nn2C1c1ccc(F)cc1 (stereo not drawn)
→ i	2%	-1.1%	-2%	-5%	-1%	-0.8%	4%	5%	-12%	13%
COc1cc([C@@H](O)CO)ccc1OS(=O)(=O)O
→ i	-2%	-1.1%	5%	-1%	1%	2.6%	-1%	5%	11%	9%
N#Cc1c(NC(=O)CSc2nnc(-c3ccncc3)n2CC2CCCO2)sc2c1CCCC2 (stereo not drawn)
→ i	-5%	-1.2%	-1%	15%	-2%	0.5%	246%[activator]	4%	-10%	4%
COc1cc(OC)c2c(c1)OC(c1ccc(OC)c(OC)c1)C(O)C2=O (stereo not drawn)
→ ·	4%	1.0%	-2%	-5%	0%	1.3%	·	71%	1%	3%
COc1ccccc1N1CCN(c2ccc(-c3ccccc3)nn2)CC1
→ i	-8%	-3.2%	1%	?	1%	-3.6%	18%	?	-4%	-8%
CCOC(=O)C(C)Oc1cccc2c(=O)n(CC(=O)NCc3ccco3)ccc12 (stereo not drawn)
→ ·	-1%	1.0%	-2%	-20%	-1%	-1.0%	·	2%	7%	-7%
CC(=O)Oc1cccc(N2C(=O)C3C4C=CC(C4)C3C2=O)c1 (stereo not drawn)
→ ·	-1%[11.4 µM]	0.0%	-1%	5%[11.4 µM]	1%	0.2%	-3%[7.66 µM]	5%[11.4 µM]	-1%[11.4 µM]	0%[11.4 µM]
CCC(C)(C)NC(=O)CN(C(=O)CNS(=O)(=O)c1ccc(C)cc1)c1ccc2c(c1)OCCO2
→ i	2%	1.9%	-1%	-17%	-1%	0.3%	14%	17%	9%	-4%
CCOC(=O)c1c(C)[nH]c(C)c1C(=O)CSc1nnc(-c2cc(OC)c(OC)c(OC)c2)o1
→ i	-2%	-3.9%	1%	-6%	-1%	-1.5%	5%	-1%	6%	2%
Clc1ccc(-c2nnc3sc(-c4ccc(Br)o4)nn23)cc1
→ i	5%	-1.1%	1%	-14%	0%	-1.7%	10%	4%	8%	-5%
O=S(=O)(NC1c2cccc3cccc(c23)C1N1CCN(CCO)CC1)c1ccccc1 (stereo not drawn)
→ i	-5%	0.1%	-1%	11%	-5%	1.0%	13%	29%	14%	4%
Cc1cccn2c(=O)c3cc(C(=O)Nc4ccc(N(C)C)cc4)n(C)c3nc12
→ i	2%	-2.5%	-1%	?	-8%	1.7%	6%	-5%	-9%	-19%
Cc1cc(C)c(C(=O)OCCNC(=O)c2cccnc2)cc1C
→ i	-1%	1.3%	1%	-10%	-1%	0.0%	10%	9%	-3%	-10%
CS(=O)(=O)N1Cc2ccccc2CC1C(=O)Nc1ccccc1C(N)=O (stereo not drawn)
→ i	14%	-1.2%	-1%	7%	2%	-1.0%	0%	-3%	5%	11%
CCC(=O)Nc1sccc1C(=O)OC
→ ·	·	-2.4%	-2%	·	-1%	-1.3%	·	-2%	-1%	4%
Nc1c(C(=O)NCCN2CCOCC2)c2nc3ccccc3nc2n1-c1ccc2c(c1)OCO2
→ i	-8%	-2.3%	-13%	-13%	-23%	-3.0%	34%[activator]	18%	-8%	?
O=C(CCn1c(=S)[nH]c2ccccc2c1=O)N1CCN(c2ccccn2)CC1
→ i	1%	1.4%	-4%	2%	0%	0.5%	4%	2%	5%	17%
CCC(C)(C)n1nnnc1C(c1ccc2ncccc2c1)N1CCN(c2nc3ccccc3s2)CC1 (stereo not drawn)
→ i	-4%	-0.1%	-1%	37%	-6%	-1.2%	25%	?	17%	-12%
CC(C)C(c1nnnn1Cc1ccccc1)N1CCN(Cc2ccco2)CC1 (stereo not drawn)
→ i	1%	-1.7%	-3%	-3%	-2%	-0.6%	4%	18%	5%	?
O=C(Oc1ccccc1)N1CCC2(CC1)CCN(c1ccncc1)CC2
→ i	-5%	-0.8%	-1%	46%	0%	-0.4%	29%	7.9µM*	8%	8%
CCC(C(=O)O)n1c(C(F)(F)F)nc2ccccc21 (stereo not drawn)
→ i	-4%	-2.3%	1%	5%	-2%	0.7%	-3%	-3%	-21%	-8%
NC(=O)c1ccc(-n2nnnc2SCC(=O)Nc2ccc(N3CCOCC3)c(Cl)c2)cc1
→ i	5%	-1.7%	0%	5%	0%	-1.8%	-2%	-2%	1%	-1%
Nn1c(-c2cccc(Br)c2)n[nH]c1=S
→ i	1%	-0.2%	0%	-8%	0%	0.0%	5%	0%	?	?
CCOC(=O)C(N)CSC1CC(=O)N(c2ccc(C(=O)OC)cc2)C1=O (stereo not drawn)
→ ·	·	-1.3%	-3%	·	0%	-1.6%	·	-2%	-18%	-27%
CN(C)/C=N/c1c(C#N)cnn1-c1ccc(C(F)(F)F)cn1
→ i	0%	-0.6%	-1%	-11%	·	0.9%	-9%	2%	29%	6%
COc1ccc(C)cc1-n1c(N)c(C#N)c(C#N)c1-c1ccc(OC)c(OC)c1OC
→ i	-2%	-2.8%	-1%	4%	-9%	-2.7%	14%	5%	-6%	-5%
CCOCCCNC(=O)C1CC(=O)N(C2CCCC2)C1 (stereo not drawn)
→ i	-4%	-1.7%	2%	4%	1%	-0.6%	4%	1%	6%	4%
